TcdB inh = TcdB glycohydrolase inhibitors, primary screen, biochemical, single point, plate reader | Toxin B (Clostridioides difficile), P18177 | TcdB glycohydrolase enzymatic assay | inhibition, % at 9.99 µM | 0.24% of 350,000 active; in the data active means inhibition above about 10%
CCHF vOTU inh = CCHFV vOTU protease inhibitors, primary screen, biochemical, Pep-AMC substrate, fluorescence. AID 651958, 2012. Crimean-Congo hemorrhagic fever virus L polyprotein viral ovarian tumor (vOTU) protease …. inhibition, % at 11.5 µM. 0.55% of 370,000 active; in the data active means inhibition above about 30%; further: 0% = vehicle wells with enzyme and 100% = no enzyme wells
PrPC TRFRET = inhibitors of human cell surface prion protein PrPC, primary screen, cell-based, TR-FRET. AID 720596, 2013. Major prion protein (Homo sapiens), P04156. TR-FRET read-out. inhibition, % at 13.8 µM. 0.43% of 370,000 active; in the data active means inhibition above about 24%; further: 0% = median of the test wells and 100% = reference compound wells
Active calls of the source: *; & = joins results of further samples. An excerpt; the hit share may differ from the screen's.

Preview, 14 compounds:
SMILES	TcdB inh	CCHF vOTU inh	PrPC TRFRET
COC(=O)c1cc2c(c3c4ccccc4n(S(=O)(=O)c4ccc(C)cc4)c13)C(=O)N(CC(C)C)C2	-8.9	20	12
N#Cc1ccc(OCC(=O)Nc2cc(S(=O)(=O)N3CCOCC3)ccc2N2CCCC2)cc1	0.6	3	1
C[C@@H]1CN([C@H](C)CO)C(=O)c2c(c3ccccc3n2C)-c2ccccc2CO[C@@H]1CN(C)C(=O)CCN(C)C	1.4	12	1
O=C(Nc1cccnc1Cl)c1cccc(F)c1	2.1	-7	3
O=C(N[C@H](C(=O)N1CCC[C@H]1C(=O)NC1CCCC1)c1ccccc1)c1ccc(Cl)cc1Cl	6.1	-8	5
CCCCCCCCN1C(=O)[C@H](CC(=O)NCc2cccc(C(F)(F)F)c2)C[C@@]2(C(=O)OC)CC(C)(C)CC=C12	-0.2	13	-1
C#CCN1CC(COc2ccccc2)OCCS1(=O)=O (stereo unspecified)	-1.9	-10	-1
CC(=O)C1=CCC(c2ccccc2)N(Cc2ccccc2)C1 (stereo unspecified)	1.1	7	6
COC(=O)c1ccc(C23CC4(C2)[C@H](CN(CC2CCCCC2)[C@@H]4c2ccccc2)C3c2ccc(C(F)(F)F)cc2)cc1 (stereo partly specified)	0.6	10	3
NC(=O)Cn1nc2sc3ccccc3n2c(=O)c1=O	0.4	7	2
COc1cc(NC(=O)[C@@H](Cc2ccccc2)NC(=O)[C@H]2O[C@@H](n3ccc(N)nc3=O)[C@H](O)[C@@H]2O)cc(OC)c1OC	-0.7	0	-1
CCC(C(=O)NCc1ccccc1)n1c(C2CCN(C(C)=O)CC2)nc2ccccc21 (stereo unspecified)	0.3	5	-10
CC(C)(C)OC(=O)N1C[C@@]23C[C@H](c4cccc(F)c4)[C@@H](C[C@@H]2S1(=O)=O)O3	0.3	0	-4
C[C@H](O)[C@@H]1C(=O)N2CCc3c([nH]c4c(-c5ccccc5)cccc34)[C@@H]2C[C@@H]1N(C)CC1CCCCC1	0.8	-7	1

This part in full, from the first entry:
SMILES	TcdB inh	CCHF vOTU inh	PrPC TRFRET
COC(=O)c1cc2c(c3c4ccccc4n(S(=O)(=O)c4ccc(C)cc4)c13)C(=O)N(CC(C)C)C2	-8.9	20	12
N#Cc1ccc(OCC(=O)Nc2cc(S(=O)(=O)N3CCOCC3)ccc2N2CCCC2)cc1	0.6	3	1
C[C@@H]1CN([C@H](C)CO)C(=O)c2c(c3ccccc3n2C)-c2ccccc2CO[C@@H]1CN(C)C(=O)CCN(C)C	1.4	12	1
O=C(Nc1cccnc1Cl)c1cccc(F)c1	2.1	-7	3
O=C(N[C@H](C(=O)N1CCC[C@H]1C(=O)NC1CCCC1)c1ccccc1)c1ccc(Cl)cc1Cl	6.1	-8	5
CCCCCCCCN1C(=O)[C@H](CC(=O)NCc2cccc(C(F)(F)F)c2)C[C@@]2(C(=O)OC)CC(C)(C)CC=C12	-0.2	13	-1
C#CCN1CC(COc2ccccc2)OCCS1(=O)=O (stereo unspecified)	-1.9	-10	-1
CC(=O)C1=CCC(c2ccccc2)N(Cc2ccccc2)C1 (stereo unspecified)	1.1	7	6
COC(=O)c1ccc(C23CC4(C2)[C@H](CN(CC2CCCCC2)[C@@H]4c2ccccc2)C3c2ccc(C(F)(F)F)cc2)cc1 (stereo partly specified)	0.6	10	3
NC(=O)Cn1nc2sc3ccccc3n2c(=O)c1=O	0.4	7	2
COc1cc(NC(=O)[C@@H](Cc2ccccc2)NC(=O)[C@H]2O[C@@H](n3ccc(N)nc3=O)[C@H](O)[C@@H]2O)cc(OC)c1OC	-0.7	0	-1
CCC(C(=O)NCc1ccccc1)n1c(C2CCN(C(C)=O)CC2)nc2ccccc21 (stereo unspecified)	0.3	5	-10
CC(C)(C)OC(=O)N1C[C@@]23C[C@H](c4cccc(F)c4)[C@@H](C[C@@H]2S1(=O)=O)O3	0.3	0	-4
C[C@H](O)[C@@H]1C(=O)N2CCc3c([nH]c4c(-c5ccccc5)cccc34)[C@@H]2C[C@@H]1N(C)CC1CCCCC1	0.8	-7	1
CCCCCCCCN1C(=O)[C@@H](CC(=O)NCCCC)C[C@@]2(C(=O)OC)C1=C[C@H](C(C)(C)C)O[C@@H]2C	1.8	6	-4
COC(=O)[C@@]12C[C@@H](CC(=O)NCCc3ccccc3OC)C(=O)N(Cc3cccc4ccccc34)C1=CCC(C)(C)C2	1.1	12	-1
O=C(NCC1CCN(C(=O)C(=O)c2cc3ccccc3o2)CC1)c1ccc2c(c1)OCO2	-0.3	11	1
CCOC(=O)[C@@H](C)N1[C@@H](C)[C@H](c2ccccc2)Oc2ccc(Cl)cc2S1(=O)=O	0.0	-2	1
COC(=O)[C@@]12C[C@@H](CC(=O)N3CCOCC3)C(=O)N(CCc3ccc(OC)c(OC)c3)C1=CCC(C)(C)C2	-0.4	-4	-2
COc1ccc(C2NC(=S)N(Cc3ccc(Cl)cc3)C(C)=C2C(C)=O)cc1 (stereo unspecified)	-0.5	8	9
COc1ccc(CNC(=O)c2ccc(Br)cc2)cc1	-1.1	18	8
Nc1sc(Cc2ccccc2)cc1C(=O)c1c(-c2ccccc2)[nH]c2ccccc12	-0.6	15	-1
Cc1cccc(C)c1NC(=O)C1(C)CN(S(C)(=O)=O)CC(=O)N1Cc1cccs1 (stereo unspecified)	1.5	-17	6
CS(=O)(=O)c1ccccc1-c1csc(N2CCC(C(N)=O)CC2)n1	0.4	3	-1
CCCCCN(C(=O)CCc1cn(CCCCC)c2ccccc12)c1ccc(N(C)c2ccccn2)cc1	0.4	4	8
O=S1(=O)CCSC[C@@H](CN2CCCC2)N1	-3.6	4	12
CC(C)N1C(=O)c2ccccc2NC(=O)C1C(=O)NCc1ccccc1 (stereo unspecified)	-0.2	7	-4
COC(=O)C1=CN(c2ccccc2OC)C(N)=C(C#N)C1c1cccc([N+](=O)[O-])c1 (stereo unspecified)	0.0	2	-1
COc1ccc(C2CC(=O)C(c3ccc4ccccc4c3)=CN2Cc2ccccc2)cc1 (stereo unspecified)	-0.3	11	9
CCn1c2c(n(C(C)=O)c1=O)C[C@@H](c1ccccc1)[C@@H](C)[C@@H](C(=O)N1CCCC1)C2	0.0	11	5
COc1ccc(O)cc1CN1CCN(c2ncc(Cc3ccccc3)cn2)CC1	-0.1	21	1
COC(=O)c1cc2c(c3c4cc(OC)ccc4n(S(=O)(=O)c4cccc(C)c4)c13)C(=O)N(C)C2	-0.2	5	3
Cc1ccc(CNC(=O)CCC2CCCN(Cc3ccc4cccc(F)c4n3)C2)o1 (stereo unspecified)	0.0	1	-12
COC(=O)[C@]12C[C@H](CC(=O)NCc3cccc(C(F)(F)F)c3)C(=O)N(Cc3ccc4c(c3)OCO4)C1=C[C@H](C(C)(C)C)O[C@@H]2C	1.4	34*	7
C[C@@H]1COc2cc(NCCCN3CCOCC3)ccc2S(=O)(=O)N1	-1.3	-4	4
COc1ccccc1-n1c(Cc2cccc3ccccc23)nnc1SCC(=O)O	0.7	4	5
C[C@H]1[C@H](c2ccccc2)Oc2cccc(NCCc3ccccc3)c2S(=O)(=O)N1Cc1ccc(F)cc1	-0.2	-5	11
CC1(C)CC2(CC(c3ccccc3)Oc3cc(O)ccc32)NC(=O)N1 (stereo unspecified)	-0.1	-10	4
COC(=O)[C@H](CC(C)C)NS(=O)(=O)c1c(F)cccc1F	-0.8	3	-5
Cc1ccc2nc3n(c(=O)c2c1)-c1cc(Cl)ccc1C(=O)NC3Cc1ccc(O)cc1 (stereo unspecified)	2.4	-5	5
O=C1NC(Cc2ccccc2)c2nc3cc(F)ccc3c(=O)n2-c2ccccc21 (stereo unspecified)	-2.8	19	7
CC(=O)C[C@@H]1OC[C@H](C(C)C)N1S(=O)(=O)c1ccc(C)cc1	0.4	-5	0
COC(=O)CC(=O)CC(NS(=O)(=O)c1ccc(C)cc1)c1ccccc1 (stereo unspecified)	1.8	23	4
O=C(C[C@@H]1CC[C@H](NC(=O)c2ccc3c(c2)OCO3)[C@@H](CO)O1)NCc1ccc(F)cc1	-1.3&2.6	-6	-6
Nc1nc(SCC(=O)NCCc2ccccc2)[nH]c(=O)c1-c1ccccc1	1.6	-5	-1
CCCCCCCCN1C(=O)[C@H](CC(=O)NCCCC)C[C@@]2(C(=O)OC)CC(C)(C)CC=C12	0.4	19	10
C=CCN=C1NC(CCc2ccccc2)C(C(=O)OC)=C(C)N1Cc1cccc(C(F)(F)F)c1 (stereo unspecified)	0.8	8	-14
Cc1cc(N2CCN(CC(C)(C)O)C[C@H]2C)ccc1N1CCN(CC(C)(C)O)[C@@H](C)C1	-4.5	24	0
COc1ccc(-c2csc(NNC3=NCCCCC3)n2)cc1	0.4	5	-1
C[C@@H]1CN([C@H](C)CO)C(=O)c2cc(NC(=O)Nc3ccccc3)ccc2O[C@@H](C)CCCCO[C@H]1CN(C)S(C)(=O)=O	1.2&0.4	-9	3
COC(=O)C1=C(C)N(Cc2cccc(C(F)(F)F)c2)C(=NCc2ccc3c(c2)OCO3)NC1c1ccc(F)cc1 (stereo unspecified)	0.0	26	-11
CC(C)[C@@H](C)/C=C/[C@@H](C)[C@H]1CC[C@@H]2[C@]1(C)CCC1[C@]23C=C[C@]2(C[C@@H](O)CC[C@]12C)N(c1ncc(C(F)(F)F)cc1Cl)O3 (stereo partly specified)	1.2	-9	5
Nc1nc(-c2ccc(Cl)cc2)cs1	-0.1	15	-7
COCc1[nH]nc2c1C(c1ccc3c(c1)OCO3)N(Cc1ccccc1)C2=O (stereo unspecified)	1.3	-14	-3
Cc1ccc([C@H]2C[C@]34CN(Cc5ccccc5)S(=O)(=O)[C@H]3C[C@H]2O4)cc1	0.7	-10	1
Cn1cc(/C=N\NC(=O)C2COc3ccccc3O2)c2ccccc21 (stereo unspecified)	1.6	9	5
CCOC(=O)[C@]12CCCC=C1N(CCC1=CCCCC1)C(=O)[C@H](CC(=O)NCCc1ccccc1OC)C2	0.9	13	-4
COc1ccc(C)cc1Nc1n[n+](-c2ccccc2)c(-c2c(Cl)cccc2Cl)s1	2.8	7	-1
Cc1ccc(C(=O)N2O[C@]34C=C[C@]25C[C@@H](O)CC[C@]5(C)C3CC[C@]2(C)[C@@H]([C@H](C)/C=C/[C@H](C)C(C)C)CC[C@H]24)cc1 (stereo partly specified)	-0.3	10	3
Nc1c(C(=O)c2ccccc2O)cnn1-c1ccc(S(=O)(=O)N2CCOCC2)cc1[N+](=O)[O-]	0.4	-8	12

Other results
SMILES	TcdB inh	CCHF vOTU inh	PrPC TRFRET
Fc1ccc(-c2nc3c4ccccc4ccn3c2Cc2cccc(F)c2)cc1	0.3	-3	2
C=C[C@@H](c1ccccc1)[C@](C)(O)C(=O)O	1.2	-2	8
COc1ccc(-c2ncn(CCc3ccccc3OC)c2C(C)C)cc1	0.3	12	9
CCCCNC(=O)C[C@@H]1C[C@@]2(C(=O)OCC)CCCC=C2N(CCc2ccc(OC)c(OC)c2)C1=O	0.8	18	7
COC(=O)C[C@@H]1CC[C@@H]2[C@@H](COc3ccc(NC(=O)c4ccc(F)cc4)cc3C(=O)N2C)O1	1.7	-4	0
CCCCNC(=O)C(NC(=O)c1ccc(-c2ccccc2)cc1)C(=O)c1ccccc1 (stereo unspecified)	0.5	-1	-8
COc1ccc(N2C(=O)c3[nH]nc(-c4ccccc4)c3C2c2cccc(C(F)(F)F)c2)cc1 (stereo unspecified)	1.7	20	4
O=[N+]([O-])c1ccc2c(c1)CCO[C@@]21O[C@H](CCO)C[C@H](O)[C@H]1O	1.4	-8	-12
COC(=O)C1=C(C)N(C)C(=NCc2ccc(OC)cc2)NC1c1ccccc1 (stereo unspecified)	3.0	0	-4
C[C@@H]1ON(C)[C@H]2C[C@H]3c4[nH]c5cccc(-c6ccccc6F)c5c4CCN3C(=O)[C@@H]12	2.9	-59	-4
COC(=O)[C@]12C[C@H](CC(=O)NCCC(C)C)C(=O)N(Cc3ccccc3)C1=C[C@H](C(C)(C)C)O[C@@H]2C	2.4	26	8
COc1ccc(-c2ccc3c(n2)CCCN3S(=O)(=O)c2c(C)noc2C)cc1	1.3	-9	2
COc1ccc(C(=O)Nc2ccc(N3CCN(C(C)=O)CC3)cc2)cc1[N+](=O)[O-]	0.4	10	-8
CCCCCCCCN1C(=O)[C@H](CC(=O)N2CCCCC2)C[C@@]2(C(=O)OC)CC(C)(C)CC=C12	1.5	33*	8
COc1ccc(Cn2cc(CN3CCc4onc(-c5ccc(Br)cc5)c4C3=O)nn2)cc1	2.2	4	5
Cc1cc(N2CCN(C(=O)OC(C)(C)C)C[C@@H]2C)ccc1N1CCN(Cc2ccccc2)[C@H](C)C1	0.4	18	9
CCOC(=O)c1sc(Nc2nc(OC)cc(OC)n2)nc1C	1.1	1	-1
COC(=O)[C@@]12C[C@@H](CC(=O)NCc3ccc(OC)c(OC)c3)C(=O)N(Cc3ccccc3)C1=CCC(C)(C)C2	2.5	9	-1
COc1nc(N=C(N)N)nc2ccc(C)cc12	1.5	-42	2
CC1(C(=O)NCc2ccccc2)CSCC(=O)N1C1CC1 (stereo unspecified)	1.8	0	-1

Grouped by structure: the compounds so far with a furan ring, fused or not.
SMILES	TcdB inh	CCHF vOTU inh	PrPC TRFRET
O=C(NCC1CCN(C(=O)C(=O)c2cc3ccccc3o2)CC1)c1ccc2c(c1)OCO2	-0.3	11	1
Cc1ccc(CNC(=O)CCC2CCCN(Cc3ccc4cccc(F)c4n3)C2)o1 (stereo unspecified)	0.0	1	-12
